TbPYK inhibitor: blocks Trypanosoma brucei pyruvate kinase; Q57TT1; TbPYK enzyme, Kinase-Glo Plus ATP luminescence, 45 min; Potency, µM (top dose mostly 76.8 µM), for inactives: at the highest dose activity, negative = inhibition, most hits filed as inhibitors; 410,000 tested, 0.12% active; AID 624173; further: potency means the concentration at half of the fitted maximal effect; on the % scale 0 is the no-effect control and ±100 the full control effect; nearly all actives have a fitted effect of over 50% in size
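Readout: single end-point luminescence (Kinase-Glo Plus, 10 min). Reaction conditions were TbPYK/substrate plus 130 uM ADP, 45 min at RT, pH 7.2 TEA buffer. No-enzyme wells served as controls, and data were normalized before concentration-response fitting.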
Cycloheximide cs: affects cycloheximide protein synthesis inhibition readout, counter-screen; cell reporter, cycloheximide protein synthesis inhibition counterscreen; max response, %; 300,000 tested, 12% active; AID 2314; in the data active means max response mostly above about 13%, no sharp cut-off; inactive means mostly below about 14%; further: read at 38.3 µM for the half of the compounds with a filed dose; 0% is about no effect
Pf growth 48h: P. falciparum growth inhibition at 48 hours (one generation). P. falciparum luciferase growth in erythrocytes, 48 h. Potency, µM (titrated, usually from 28.7 µM), inactives show top-dose activity change, negative = inhibition, actives largely listed as inhibitors. 310,000 tested, 5.9% active. AID 504832; further: potency means the concentration at half of the fitted maximal effect; on the % scale 0 is the no-effect control and ±100 the full control effect
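In quantitative HTS format, infected erythrocytes bearing luciferase-reporter parasites were treated for a single generation at 37 C. Luminescence after adding detection reagent served as the growth measure.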
AmpC no deterg: AmpC beta-lactamase inhibition without detergent; P00811; AmpC nitrocefin hydrolysis, absorbance 480 nm, 0.0001% Triton; Potency, µM (series often up to 57.1 µM), inactives show top-dose activity change, negative = inhibition, actives largely listed as inhibitors; 330,000 tested, 0.52% active; AID 485341;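 further: potency means the concentration at half of the fitted maximal effect; plate controls were no compound for no effect and no enzyme for full effect; nearly all actives have a fitted effect of over 20% in size; some results filed as inactive show a strong effect at the top dose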
Target sequence (P00811 whole entry, looked up): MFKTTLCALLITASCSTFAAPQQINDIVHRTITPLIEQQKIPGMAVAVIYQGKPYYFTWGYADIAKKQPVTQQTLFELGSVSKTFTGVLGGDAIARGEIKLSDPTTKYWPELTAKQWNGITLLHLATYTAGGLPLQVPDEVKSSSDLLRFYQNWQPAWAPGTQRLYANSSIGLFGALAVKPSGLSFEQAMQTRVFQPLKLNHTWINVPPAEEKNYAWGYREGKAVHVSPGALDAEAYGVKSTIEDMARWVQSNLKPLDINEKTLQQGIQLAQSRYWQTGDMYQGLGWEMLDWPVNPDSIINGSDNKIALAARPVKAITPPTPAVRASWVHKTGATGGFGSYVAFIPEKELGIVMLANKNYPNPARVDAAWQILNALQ
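20 mM phosphate pH 7.0 + 0.01% (detergent screen) or 0.0001% Triton X-100; 5.3 nM AmpC reagent; cpd preinc 15 min RT; nitrocefin (800 uM stock) to start; A480 q20 s × 4 min; Activity was normalised to no-enzyme and no-compound control wells.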
LmPK inh: blocks Leishmania mexicana pyruvate kinase activity | purified LmPK, Kinase-Glo ATP luminescence, 1 h | Potency, µM (doses to about 57.5 µM), inactives show at the top dose activity change, negative = inhibition, actives largely listed as inhibitors | 290,000 tested, 0.37% active | AID 1721; further: potency means the concentration at half of the fitted maximal effect; on the % scale 0 is the no-effect control and ±100 the full control effect
Target sequence (Q27686 whole entry, looked up): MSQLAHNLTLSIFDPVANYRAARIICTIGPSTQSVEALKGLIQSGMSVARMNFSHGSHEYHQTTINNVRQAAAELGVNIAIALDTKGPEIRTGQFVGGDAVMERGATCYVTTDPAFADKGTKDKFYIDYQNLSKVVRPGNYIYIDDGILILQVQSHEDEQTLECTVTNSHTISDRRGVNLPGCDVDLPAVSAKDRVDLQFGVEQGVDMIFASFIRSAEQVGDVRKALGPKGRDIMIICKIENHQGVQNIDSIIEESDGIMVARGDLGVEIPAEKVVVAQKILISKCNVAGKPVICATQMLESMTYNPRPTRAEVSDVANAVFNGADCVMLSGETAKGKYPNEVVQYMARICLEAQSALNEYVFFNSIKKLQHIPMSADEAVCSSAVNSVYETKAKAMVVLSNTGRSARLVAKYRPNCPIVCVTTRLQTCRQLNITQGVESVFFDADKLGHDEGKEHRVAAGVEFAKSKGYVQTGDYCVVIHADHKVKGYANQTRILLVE
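Screened at intermediate enzyme activity to detect both inhibitors and activators: LmPK at 0.1 nM, with a 0.5 nM enzyme column as activation reference. PEP 0.5 mM, ADP 0.1 mM; ATP detected by luminescence after 1 h.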
Shiga toxin inh: Shiga toxin inhibition; Vero cells, Shiga toxin protein synthesis inhibition reporter; inhibition, % at 38.7 µM; 290,000 tested, 9.2% active; AID 2315; in the data active means inhibition mostly above about 28%, no sharp cut-off; inactive means mostly below about 43%; further: 0% is about no effect
Pf growth 96h: P. falciparum growth inhibition at 96 hours; P. falciparum luciferase reporter growth, 96 h; Potency, µM (doses to about 28.7 µM), for the others: at the highest dose activity change, negative = inhibition, hits mostly inhibitors; 320,000 tested, 6.9% active; further: potency means the concentration at half of the fitted maximal effect; on the % scale 0 is the no-effect control and ±100 the full control effect
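Parasite growth measured via integrated firefly luciferase reporter in P. falciparum. Infected erythrocytes at 2% hematocrit, 0.05% parasitemia final were treated 96 hours at 37 C under 5% CO2, and luminescence was read.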
* = called active by the depositor; ? = inconclusive; nt = not tested or not shown; [ ] = remark or other dose. Unless noted, the call rests on the fitted dose curve; in most records, active means well fitted curve in the direction sought with a large enough effect; inconclusive means small, poorly fitted or top-dose-only effect, or another doubt; inactive means no such curve, though single readings can be large; an effect the other way counts as inactive or inconclusive.

cpd | Molecule | TbPYK inhibitor | Cycloheximide cs | Pf growth 48h | AmpC no deterg | LmPK inh | Shiga toxin inh | Pf growth 96h
1 | CC(C)(C)Nc1nc(Oc2ccc(=O)[nH]n2)nc(N2CCOCC2)n1 | 1% | 8 | -6% | -16% | 5% | -6 | -25%
2 | COc1ccccc1C(c1nnnn1Cc1ccccc1)N1CCN(c2nc3ccccc3s2)CC1 (stereo not drawn) | 2% | -4 | 3.3µM* | 3% | 0% | 17 | -5%[5.75 µM]
3 | C=CCn1c(SCC(=O)c2c(N)n(C3CC3)c(=O)[nH]c2=O)nnc1-c1ccoc1C | 3% | nt | 9.3µM* | -24% | nt | nt | ?
4 | CC(=O)c1ccc(NC(=O)N2C[C@H]3C[C@@H](C2)c2cccc(=O)n2C3)cc1 | 2% | -2 | 48%[activator] | -9% | -11% | 5 | 35%[activator]
5 | Cc1cc(C)nc(-n2nc(C)cc2NC(=O)c2ccc3c(c2)OCO3)n1 | nt | 1 | 13% | -15% | 2% | 19 | nt
6 | CC1Sc2ccc(C(=O)NCc3ccccn3)cc2NC1=O (stereo not drawn) | -29% | nt | -5% | -23% | nt | nt | ?
7 | CCCC(C)C(=O)Nc1ccc(Cl)cn1 (stereo not drawn) | -2% | 8.0* | 5% | -18% | -1% | 47* | nt
8 | COCCCNC(=S)N/N=C/c1ccc(O)cc1O | 10% | 12 | 30% | -29% | 2% | 32 | -4%
9 | O=C(NCCN1CCOCC1)c1cccc(NS(=O)(=O)c2ccc(Br)cc2)c1 | 2% | nt | -9% | 36% | nt | nt | ?
10 | Cc1cccc(OCC(=O)NCc2ccccc2)c1 | -5% | 6 | 24% | -11% | 1% | 12 | 9.3µM*
11 | Cn1nccc1NC(=O)Nc1cccc(Br)c1 | 3% | 0 | 0% | -20% | 3% | 3 | 20%
12 | COc1ccc(OC)c(NC(=O)CSc2nnc(CNc3ccc(F)cc3)o2)c1 | -2% | -1 | 20% | -2% | -4% | -12 | 129%[activator]
13 | Cc1cc([N+](=O)[O-])ccc1NC(=O)CCC(=O)N1CCCC1 | 6% | -1 | -12% | -5% | 3% | -5 | ?
14 | FC(F)Oc1ccc(N=C2SCC3CCCCN23)cc1 (stereo not drawn) | 3% | 53* | 79%[activator] | 29% | -1% | 131* | 184%[activator]
15 | CS(=O)(=O)Nc1ccccc1C(=O)Nc1ccccc1Cl | -1% | -2 | -4% | -9% | 9% | 19 | ?
16 | CC(=O)Nc1ccc(S(=O)(=O)NCc2nnnn2-c2ccc(Cl)cc2)cc1 | -2% | nt | -16% | ? | nt | nt | -15%
17 | CS(=O)(=O)Nc1cccc(S(=O)(=O)N2CCN(C(=O)c3ccccc3)CC2)c1 | -2% | -6 | 69%[activator] | 2% | 1% | -2 | ?
18 | O=C(NCCC(=O)N1CCC2(CC1)NCCc1[nH]cnc12)c1ccc(Br)cc1 | -1% | -2 | -13% | -15% | -3% | 1 | ?
19 | O=c1c2ccccc2nc(-c2ccc([N+](=O)[O-])cc2)n1-c1ccccc1 | -2% | 4 | -5% | -15% | -2% | -5 | -4%
20 | CCCCCCOc1ccc(N2C(=O)CC(N3CCC(C(=O)OCC)CC3)C2=O)cc1 (stereo not drawn) | -4% | 3 | 9% | 7% | 3% | 13 | 145%[activator]
21 | Cc1ccc(Cn2ccc(NC(=O)c3cc(-c4cccc(Cl)c4)on3)n2)cc1 | 7% | 4 | 7% | -15% | 2% | -8 | nt
22 | O=c1c2cnn(-c3ccccc3)c2ncn1Cc1ccccc1 | -3% | 6 | -2% | -12% | -2% | 14 | -4%
23 | N#Cc1nc(COc2ccc(F)cc2)oc1N1CCN(Cc2ccccc2)CC1 | -3% | 1 | -21% | 27% | -8% | -7 | 1%
24 | CCc1ccc(S(=O)(=O)N/N=C\c2ccc3c(c2)OCO3)cc1 | 5% | 7 | 19% | -48% | -8% | -9 | 18%
25 | O=C(NCc1ccc(Cl)cc1)c1cccc(NC2=NC3CS(=O)(=O)CC3S2)c1 (stereo not drawn) | -4% | -3 | 5% | -14% | -2% | 1 | 38%[activator]
26 | CCN(CC)S(=O)(=O)c1ccc(OC)c(NC(=O)c2ccc(N3CCCC3=O)cc2)c1 | -1% | nt | ? | 86%[activator] | nt | nt | 9.3µM*
27 | CCOC(=O)CNC(=O)CSc1nnc(Cn2c(=O)sc3ccccc32)n1C | -5% | 18* | -7% | -16% | -1% | 11 | 4%
28 | CCc1nnc(NC(=O)CSc2nnc(Cc3ccccc3)n2Cc2ccccc2)s1 | 2% | -3 | 19% | -1% | 1% | -6 | 0%
29 | CC(=O)c1cccc(NC(=O)CCc2nnc3ccc(NCc4ccco4)nn23)c1 | 4% | -4 | -15% | 23% | 6% | -9 | 19%
30 | COc1ccc(-n2c(SCC(=O)Nc3ccc4c(c3)OCO4)nc3ccccc3c2=O)cc1 | -1% | -1 | ? | -40% | -2% | -9 | 122%[activator]
31 | COc1cc2nc(NC(=O)c3ccccc3)sc(=O)c2cc1OC | 3% | -4 | 0% | -10% | 3% | -3 | 11%
32 | O=C(NCc1cccnc1)c1cccn1-c1ncc(C(F)(F)F)cc1Cl | 1% | 6 | ? | -14% | 1% | -9 | 0%
33 | FC(F)(F)c1ccc(-c2nnc(-c3cccnc3)o2)cc1 | -3% | -3 | 46%[activator] | -11% | -3% | -6 | 4%
34 | CCCCC(Sc1nc(N)c(NC(=O)c2ccc(OCC)cc2)c(=O)[nH]1)C(=O)O (stereo not drawn) | -3% | -5 | -2% | -14% | 1% | -1 | ?
35 | O=C(CN1C(=O)C2C3C=CC(C3)C2C1=O)N1CC(=O)N(CCc2ccccc2)C(=O)C1 (stereo not drawn) | -5% | -2 | 6% | 2% | 3% | -8 | 3%
36 | O=C(O)C1C2C=CC(C2)C1C(=O)NCCc1ccncc1 (stereo not drawn) | 6% | 0 | -16% | -20% | 1% | -14 | 9%
37 | Cc1cc(C)c2ccc(Cl)cc2n1 | 32% | -1 | 5% | -12% | -6% | 1 | 23%
38 | O=C(O)CCN1C(=O)C(=C2CCCCCC2)SC1=S | -9% | -2 | 2% | -25% | -1% | 2 | -1%
39 | COc1ccc(-c2nc3ccccc3c(=O)n2CCCN2CCOCC2)cc1 | -6% | 5 | -13% | 55% | -3% | 10 | nt
40 | Cc1ccc(-c2nnc(N3CCOCC3)c3ccccc23)cc1S(=O)(=O)NCC1CCCO1 (stereo not drawn) | 0% | 8 | 8.3µM* | 98%[activator] | -2% | 20 | -22%
41 | COc1cc(NC(=O)c2ccco2)c(OC)cc1NC(=O)CCC(=O)Nc1cc(C)ccc1C | -8% | -4 | ? | 92%[activator] | 7% | -13 | 3%[5.75 µM]
42 | COCCCNC(=O)Cn1nnc(-c2ccc(NC(=O)c3ccccc3OC)cc2)n1 | -5% | 6 | ? | -3% | -2% | 20 | ?
43 | Fc1ccccc1NC(=S)N(CCN1CCCCCC1)Cc1cccs1 | -1% | 8 | ? | -2% | 1% | -12 | ?
44 | O=C1Nc2ccccc2SC(c2ccccc2)C1O (stereo not drawn) | -18% | 19 | nt | -53% | -4% | 27 | 22%
45 | Cc1ccc2nc3c(cc(C(=O)NCCc4ccccc4)c(=N)n3CC3CCCO3)c(=O)n2c1 (stereo not drawn) | -1% | -4 | 2.1µM* | -3% | 2% | -4 | ?

The closing 3 entries of the section above open the next one:
cpd | Molecule | TbPYK inhibitor | Cycloheximide cs | Pf growth 48h | AmpC no deterg | LmPK inh | Shiga toxin inh | Pf growth 96h
43 | Fc1ccccc1NC(=S)N(CCN1CCCCCC1)Cc1cccs1 | -1% | 8 | ? | -2% | 1% | -12 | ?
44 | O=C1Nc2ccccc2SC(c2ccccc2)C1O (stereo not drawn) | -18% | 19 | nt | -53% | -4% | 27 | 22%
45 | Cc1ccc2nc3c(cc(C(=O)NCCc4ccccc4)c(=N)n3CC3CCCO3)c(=O)n2c1 (stereo not drawn) | -1% | -4 | 2.1µM* | -3% | 2% | -4 | ?
46 | CCOC(=O)C1CCCN(Cc2ccccc2Cl)C1 (stereo not drawn) | -2% | 12 | -1% | -2% | -6% | -14 | nt
47 | CC(=O)c1ccc(OC(=O)CCc2nc3ccccc3s2)cc1 | -19% | 3 | 7% | -25% | 3% | 52 | 9%
48 | Cc1ccc(S(=O)(=O)N2CCOCC2)cc1C(=O)NCc1ccc(F)cc1 | -2% | -6 | -23% | 4% | 2% | -16 | nt
49 | CC1CC(C)CN(S(=O)(=O)c2ccc(C(=O)NN3CCOCC3)cc2)C1 (stereo not drawn) | -13% | 1 | -21% | -4% | 3% | -12 | 4%
50 | CCOC(=O)N1CCN(C(=O)c2cccc(NS(=O)(=O)c3ccc(F)c(F)c3)c2)CC1 | 4% | -4 | 2% | -14% | 1% | 13 | -12%
51 | COc1ccc(CCNC(=O)CCc2ccc(S(=O)(=O)NC(C)C)cc2)cc1OC | -1% | -6 | -8% | -24% | 1% | -6 | ?
52 | c1cncc(CSc2nnc3ccc(-c4ccncc4)nn23)c1 | 1% | -8 | -2% | -5% | 15% | 5 | -75%
53 | C#CCn1c(=O)cc(C)c2ccccc21 | 4% | -2 | 1% | -9% | 0% | -9 | -1%
54 | O=C(O)c1nn(CC(=O)N2CCC(Cc3ccccc3)CC2)c(=O)c2ccccc12 | 1% | -4 | 12% | -13% | -1% | 20 | 20%
55 | CC1(C)Cn2c(nnc2-c2cccc(O)c2)S1 | -4% | 24* | 44%[activator] | -14% | -5% | 66* | 12µM*
56 | CCS(=O)(=O)N1CCN(S(=O)(=O)c2ccc(F)cc2)CC1 | 2% | -3 | -19% | -9% | 2% | -3 | 0%
57 | Cc1ccc(NC(=O)N2CCCC2)cc1Cl | 5% | 38* | 60%[activator] | 0% | -10% | 84* | 0%
58 | COc1ccccc1N1CCN(C(=O)c2cc3c(=O)n4cccc(C)c4nc3s2)CC1 | -1% | 0 | 0% | 19% | -7% | -23 | ?
59 | CCCNC(=O)Cn1c(=O)cnc2ccccc21 | -13% | -3 | 4% | -13% | 0% | 2 | -4%
60 | CCC(C)NC(=O)Cn1c(=O)n(-c2ccc(OC)cc2)c(=O)c2ccc(C(=O)NCc3ccc(C)cc3)cc21 (stereo not drawn) | -2% | -6 | 6% | -26% | 9% | -5 | 19%
61 | Cc1ccccc1C(=O)NC(=S)Nc1ccc(Cc2ccncc2)cc1 | -3% | -2 | -18% | -16% | 4% | 9 | 13%
62 | Cn1ncc(N=Cc2ccccc2O)c1C(=O)N1CCOCC1 | -8% | -2 | 6% | 0% | -3% | -7 | 7%
63 | COc1ccc(-c2ccc(OC)cc2C(=O)O)cc1 | 2% | -5 | -4% | -31% | 0% | -2 | 67%[activator]
64 | C=CCn1cnc2c(c1=O)c1nc3ccccc3nc1n2-c1ccccc1 | nt | -1 | nt | -3% | 9% | -4 | 5.9µM*
65 | O=C(O)c1ccc(-c2ccc(-c3ccccc3)cc2)s1 | nt | 23* | 101%[activator] | -20% | -2% | 37 | 145%[activator]
66 | Cc1cccc(C)c1NC(=O)CN(C)C(=O)CC1OC(=O)c2ccccc21 (stereo not drawn) | 3% | nt | -1% | -1% | nt | nt | 0%

Bioassay records deposited in PubChem by National Center for Advancing Translational Sciences (NCATS).
